High-throughput results deposited in PubChem BioAssay by several laboratories.
JNK3 inh = inhibitors of human JNK3 kinase. AID 746. inhibition, % at 8 µM. P53779. purified JNK3 kinase activity, HTS. 0.61% of 60,000 active; in the data active = inhibition above about 17%;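 also: 0% = DMSO and 100% = reference inhibitor; many of its hits are not listed in these tables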
PKA kinase inh = blocks human protein kinase A activity. P17612. PKA Kemptide phosphorylation, Kinase-Glo ATP luminescence. inhibition, % at 6 µM. 0.1% of 65,000 active. AID 524;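 active = inhibition above the screen-wide mean inhibition plus 3 SD, cut at about 21% in these data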; also: many of its hits are not listed in these tables
CatB mixtures = inhibitors of human cathepsin B in compound mixtures | P07858 | Purified cathepsin B, AMC dipeptide fluorescence | inhibition, %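 (ten-compound pools at 5 µM per compound and 50 µM total)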 | 0.06% of 62,000 active; in the data active = inhibition above about 22%, passing the limit was not always enough; inconclusive = no clear call, values can overlap the other calls;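 also: 0% = enzyme without compound and 100% = no enzyme blank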
CatB block = blocks human cathepsin B protease activity | P07858 | purified cathepsin B, fluorogenic substrate, fluorescence | inhibition, %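 (tested at 10 µM)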 | 0.1% of 63,000 active; in the data active = inhibition above about 21%;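 also: 0% = enzyme with no compound and 100% = no enzyme blank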
CatS inh = blocks human cathepsin S protease activity; P25774; recombinant cathepsin S, AMC dipeptide fluorescence, pooled mixtures; inhibition, %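 (tested at 5 µM per compound within 10-compound mixtures)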; 0.06% of 62,000 active; in the data active = inhibition above about 32%, passing the limit was not always enough; inconclusive = no clear call, values can overlap the other calls;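 also: 0% = enzyme without compound and 100% = blank without enzyme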
Target sequence (P25774 115-331 limits assumed): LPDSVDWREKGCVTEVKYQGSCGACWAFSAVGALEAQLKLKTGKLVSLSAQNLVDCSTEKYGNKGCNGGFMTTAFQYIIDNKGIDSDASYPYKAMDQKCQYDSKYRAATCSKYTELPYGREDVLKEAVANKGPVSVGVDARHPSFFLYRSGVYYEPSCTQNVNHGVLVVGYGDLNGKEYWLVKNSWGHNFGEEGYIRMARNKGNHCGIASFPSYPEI
RORA act = activators of human nuclear receptor RORA; P35398; CHO-K1 Gal4-RORA LBD luciferase reporter, luminescence; percent increase over mock-subtracted basal signal; activation, % at 10 µM; 1.5% of 65,000 active; AID 560;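 active = activation above the mean of all tested compounds plus 3 SD, cut at about 49% in these data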;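 also: 0% = DMSO-treated RORA cells and 100% = added signal equal to DMSO minus mock-transfected cells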
Target sequence (P35398 whole entry, looked up, the tested form may be a part): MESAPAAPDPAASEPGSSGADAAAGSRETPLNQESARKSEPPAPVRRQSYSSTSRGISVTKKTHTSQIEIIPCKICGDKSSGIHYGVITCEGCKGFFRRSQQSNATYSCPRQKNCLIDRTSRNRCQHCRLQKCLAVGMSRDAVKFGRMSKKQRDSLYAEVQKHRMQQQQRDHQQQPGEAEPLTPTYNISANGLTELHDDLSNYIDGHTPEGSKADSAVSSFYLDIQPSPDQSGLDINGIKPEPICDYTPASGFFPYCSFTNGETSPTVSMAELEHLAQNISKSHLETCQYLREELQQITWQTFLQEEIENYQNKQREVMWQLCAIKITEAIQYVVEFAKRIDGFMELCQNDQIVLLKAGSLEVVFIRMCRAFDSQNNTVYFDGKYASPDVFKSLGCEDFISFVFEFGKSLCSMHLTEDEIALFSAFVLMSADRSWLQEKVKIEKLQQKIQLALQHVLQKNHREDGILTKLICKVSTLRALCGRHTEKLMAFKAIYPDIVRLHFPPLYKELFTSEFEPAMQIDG
ROCK2 blocker = blocks human Rho kinase 2 activity. O75116. purified ROCK2, Kinase-Glo ATP depletion luminescence. inhibition, % at 6 µM. 0.35% of 60,000 active. AID 604;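 active = inhibition above the screen-wide mean inhibition plus 3 SD, cut at about 18% in these data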;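 also: plate controls were DMSO wells for no effect and Y-27632 control wells after no-enzyme background subtraction for full effect; many of its hits are not listed in these tables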
E coli RNAP = Escherichia coli RNA polymerase inhibition; P0A8V2; E. coli RNA polymerase, fluorescence transcription assay; inhibition, %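 (tested at 10 µM)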; 0.2% of 62,000 active; in the data active = inhibition above about 20%;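 also: 0% = enzyme without compound and 100% = no enzyme blank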
AP ELISA ortho = orthogonal test for alternative complement pathway inhibitors; Human serum alternative complement pathway, LPS-coated ELISA, C3 deposition; tested in compound mixtures; inhibition, % at 5 µM; 0.08% of 62,000 active;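 active = inhibition above 30% in each of the two pooled mixtures holding the compound, so the lower value exceeds 30%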;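 also: 0% = serum in Mg-EGTA without compound and 100% = EDTA serum blank; some compounds past the cut are filed as inactive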
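Assay system: human serum alternative complement pathway, C3 deposition on LPS-coated wells; Dosing: 5 µM per compound in ten-compound mixtures; Detection: Anti-C3 ELISA, OD 450 nm; Buffer or medium: Mg2+-EGTA GVB++ buffer containing human serum at 1:15 dilution; Timing: 1 h at 37 °C; Replication: two different pools per compound.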
* marks the source's active call; other numbers are inactive results; ? = inconclusive; / = not tested or not shown. A portion of the library; count on the stated rates, not on these rows.

canonical_smiles,AP ELISA ortho,JNK3 inh,CatB block,PKA kinase inh,RORA act,E coli RNAP,ROCK2 blocker,CatS inh,CatB mixtures
O=C(CC1C(=O)NCCN1C(=O)Nc1ccccc1)Nc1cccc(C(F)(F)F)c1 (stereo not given),11,-3,-2,-7,10,4,-4,-2,3
CC(C)Oc1cccc(C(=O)Nc2ccc(CN3CCOCC3)cc2)c1,6,3,0,0,-10,3,1,1,2
Cc1ccc(-c2nnc(SCC#N)n2N)cc1,8,5,4,5,-6,9,5,2,1
O=C(NCc1ccco1)c1cnn2c1NC(c1ccc(Br)cc1)CC2C(F)(F)F (stereo not given),-6,1,1,7,16,2,2,19,2
CCCCC(=O)OCCNC(=O)c1cc2ccccc2oc1=O,0,-1,-3,-4,13,8,1,6,7
COc1cc(C(=O)NCC(c2ccco2)N2CCCC2)ccc1OCc1c(C)noc1C (stereo not given),4,/,-2,3,18,-1,/,-1,1
CC(C)(C)c1ccc(-c2conc2N)cc1,-8,1,4,6,23,7,-2,11,5
CCS(=O)(=O)Nc1cc(-c2nc3cccnc3s2)ccc1C,12,3,1,6,32,10,1,8,-5
CCn1nnnc1SCC(=O)Nc1ccc(OCc2ccccc2)cc1,17,7,0,-1,4,9,-6,9,3
Cn1c(SCC(=O)N2CCCC2)nc2ccccc2c1=O,3,4,3,5,19,6,1,10,2
CCn1c(COc2ccc(Cl)c(C)c2)nnc1SCC(=O)N1CCCC1,12,1,1,-5,29,-1,-2,16,0
O=C(Nc1ccccn1)N1CCOCC1,4,-7,/,-2,-4,11,-2,19,5
O=S1(=O)N=C(N2CCCc3ccccc32)c2ccccc21,28,-4,2,14,-11,6,6,5,2
O=C(NCCc1ccccc1)C1CCN(S(=O)(=O)c2ccc(-n3cnnn3)cc2)CC1,6,0,-1,4,-25,8,5,2,5
COc1cccc(C(=O)Nc2c(F)c(F)c(F)c(F)c2F)c1,-3,2,6,6,-7,5,14,8,-3
c1ccc2c(c1)oc1c(Nc3ccc4c(c3)OCO4)ncnc12,-20,-1,7,5,83*,7,3,25,1
CC1CCCC(C)N1C(=O)CSc1nnc(-c2cccs2)o1 (stereo not given),-9,-5,9,5,36,1,6,14,4
O=C(Oc1ccc(Br)cc1)C1CC(=O)N(c2ccc(F)cc2)C1 (stereo not given),11,-1,2,-1,12,15,3,4,4
COc1ccc2[nH]c(=O)c(CN(C(C)=O)C3CCCCC3)cc2c1,-15,3,2,7,-7,9,8,-6,-1
CCn1nnnc1NCc1cccn1C,-5,1,-2,7,2,-3,17,-2,0
COc1ccc2[nH]c(=O)c(CN(CCN3CCCC3)C(=O)Nc3ccccc3Cl)cc2c1,12,-1,4,1,3,8,1,10,13
Cc1cccc(C)c1Nc1nc2ccccc2o1,-1,5,2,10,-2,9,1,5,-2
COc1ccc(N2C(=O)C3CCCN3C2c2cc(OC)c(OC)c(OC)c2)cc1 (stereo not given),12,-4,-1,-4,0,8,2,8,0
O=C(COC(=O)C1CC(=O)N(C2CCCCC2)C1)c1ccc(F)cc1 (stereo not given),13,2,1,8,18,7,2,-2,17
CC(=O)c1c(C)[nH]c(C(=O)Nc2cc(C)ccc2C)c1C,13,-2,5,-4,0,0,1,-2,2
CCOC(=O)CSc1nc2sc3c(c2c(=O)[nH]1)CC(C)(C)OC3,/,5,8,-1,0,/,1,/,/
O=C(c1cccnc1)N1C2CCC1CC(O)(c1ccc(F)cc1)C2 (stereo not given),15,-2,-3,5,2,-1,4,-4,-3
CCOC(=O)c1cccc(NC(=O)CN(c2ccc(OC)cc2)S(=O)(=O)c2c(C)noc2C)c1,-3,-2,6,10,2,13,6,8,1
CCOC(=O)c1cc(C#N)c(SCC(=O)c2cc(C#N)c(SC)nc2C)[nH]c1=O,0,-4,4,-1,3,12,-2,18,4
O=S(=O)(N[C@@H]1C[C@H]2CC[C@@H]1C2)c1cccs1,/,1,1,6,-2,7,11,/,/

Part of the list above, limited to CatS inh.
structure	CatS inh
O=C(CC1C(=O)NCCN1C(=O)Nc1ccccc1)Nc1cccc(C(F)(F)F)c1 (stereo not given)	-2
CC(C)Oc1cccc(C(=O)Nc2ccc(CN3CCOCC3)cc2)c1	1

(cont.)
canonical_smiles,AP ELISA ortho,JNK3 inh,CatB block,PKA kinase inh,RORA act,E coli RNAP,ROCK2 blocker,CatS inh,CatB mixtures
CCC1CCCCN1C(=O)COC(=O)c1ccc(S(=O)(=O)N2CCOCC2)cc1 (stereo not given),8,-2,0,0,-1,-5,-6,-18,-1
COc1ccc(NC(=O)N2CCC(c3nc(-c4cccs4)no3)CC2)cc1,9,0,2,2,13,5,-1,-26,-14
CCCCN(CC)CCCNC(=O)CC1Nc2ccccc2NC1=O (stereo not given),27,1,3,7,-4,3,7,-5,5
Cc1ccc2cc(CN(Cc3ccco3)C(=O)c3cccs3)c(=O)[nH]c2c1,2,4,7,-2,76*,13,3,17,8
COc1ccccc1OCc1nc2c3c(-c4ccccc4)c(-c4ccccc4)oc3ncn2n1,13,-4,-2,2,-10,-3,7,-8,4
CCC(Oc1ccccc1)C(=O)Nc1ccccc1OC (stereo not given),15,-12,3,-7,-7,7,-4,-5,0
O=C1Nc2ccc(S(=O)(=O)N3CCCCCC3)c3cccc1c23,0,-2,-3,-2,-1,2,6,9,2
C1CCN(c2nc3nonc3nc2N2CCCC2)C1,18,-6,6,3,-7,1,1,-2,5
Cc1ccc2c(c1)c1c3n2CCN(C(=O)C2CC2)C3CCC1 (stereo not given),15,-1,1,-6,-3,9,-1,5,0
CCOCCn1c(CN2CCN(CCO)CC2)nc2c1c(=O)n(C)c(=O)n2C,1,-3,6,3,-3,7,6,3,5
Cc1ccc(C(=O)/C=C/Nc2ccccn2)cc1,/,4,2,-3,-90,4,-24,/,/
COC(=O)[C@@H](NC(=O)Nc1ccc2c(c1)OCCO2)C(C)C,27,2,0,2,14,6,2,-4,1
Cc1cccc(OCC(=O)OCC(=O)c2c(N)n(C)c(=O)n(C)c2=O)c1,8,9,4,2,-11,5,2,5,-3
O=[n+]1c2c(n([O-])c3cc(F)c(N4CCCC4)cc31)CCCC2,16,-7,-1,6,8,2,7,-4,3
Cc1cccn2c(=O)c3cc(C(=O)N4CCN(c5ccccc5)CC4)n(C)c3nc12,-11,0,-3,10,-9,-8,10,-4,-4
CCCCC1CCC(/C(N)=N/O)CC1 (stereo not given),-24,2,3,-3,23,-6,2,-3,1
COc1ccc(O)c(C(=O)c2cnn(C(=O)c3cc(C)oc3C)c2)c1,4,/,3,-4,0,1,/,17,1
COc1ccccc1CNC(=O)Nc1cccs1,8,/,3,-4,7,8,/,3,5
Cn1c(NCc2ccco2)nc2ccccc21,13,-1,3,10,24,5,6,4,2
CC(C)c1ccc(C(O)c2cnc(C(C)C)n2C)cc1 (stereo not given),-6,-7,2,-5,-6,9,-2,-2,-9
COc1cccc(-c2cc(C(F)(F)F)nc(N3CCOCC3)n2)c1,-6,/,-3,0,-9,4,/,13,2
Nn1c(=O)c2ccccc2n2c(SCc3ccccc3)nnc12,7,7,2,4,-21,2,1,-1,-2
Cc1ccc(N2C(=O)c3cccc4c(N5CCN(C)CC5)ccc(c34)C2=O)c2cccnc12,9,-1,0,2,-12,5,5,1,4
O=C(CSc1nnnn1-c1ccc2c(c1)OCCO2)c1cccc2c1OCCO2,25,-2,-4,4,0,0,0,-2,0
O=C1OCCC1Sc1nnc(-c2ccco2)o1 (stereo not given),9,11,3,8,-8,11,6,4,2
N#Cc1nc(-c2cccs2)oc1NCc1ccccc1Cl,7,2,-1,-3,2,-1,-1,16,0
Cc1cccc(NC(=O)c2cc(NC(=O)c3ccco3)ccc2N2CCCCC2)c1,4,-6,0,6,8,0,5,-6,-8
CC(=O)NC(=O)NC1OC(=O)C(Cl)=C1Cl (stereo not given),20,-4,21*,-2,14,11,0,9,?
COc1ccc(OC)c(NC(=O)C2CCCN(S(=O)(=O)c3c(C)noc3C)C2)c1 (stereo not given),8,0,3,-2,-3,3,-1,-2,6
O=C(O)CCCC(=O)Nc1cccc(C(F)(F)F)c1,5,-7,2,2,-10,/,3,23,-1
O=C(CSc1nccc(=O)[nH]1)N1CCCc2ccccc21,12,-5,1,5,2,2,-2,-1,3
CCOC(=O)N1CCN(C(=O)C(C)(C)Oc2ccc(Cl)cc2)CC1,11,-3,1,-1,18,8,-5,-4,2
Cc1cc(C)n(-c2nc3ccccc3c3nc(C)nn23)n1,16,-3,-1,1,2,5,-4,-2,2
COCCOC(=O)c1[nH]c2c(c1C)C(=O)CC(c1ccccc1)C2 (stereo not given),3,/,10,1,-23,2,/,-7,-2
COc1cc(C2NC(=O)NC(C)=C2C(=O)OC2CCCCC2)cc(Br)c1O (stereo not given),16,10,5,7,-22,5,4,-3,7
O=C(Cc1ccccc1)N(c1ccc(F)cc1)C1C=CS(=O)(=O)C1 (stereo not given),1,-1,1,-5,6,12,3,10,3
O=c1cc(-c2cccc3ccccc23)[nH][nH]1,3,0,-4,-6,-3,7,-1,13,-1
c1ccc(Cn2nnnc2C(c2ccccc2)N2CCN(c3nc4ccccc4s3)CC2)cc1 (stereo not given),0,0,4,10,4,6,2,0,2
O=C(CCSc1nc2cc(Cl)ccc2o1)N1CCOCC1,-4,10,1,5,23,-3,5,5,-1
COc1ccc(NC(=O)c2c(C)cc(=O)oc2C)c(OC)c1,12,6,2,6,-13,8,4,-2,3
O=C(NCc1ccccc1)c1cc(-n2cnnc2)ccc1Cl,1,2,2,4,-11,8,4,8,2
O=S(=O)(c1ccc2c(c1)OCCO2)N1CCN(c2cccc(Cl)c2)CC1,-8,7,6,8,-10,3,4,6,3
N#Cc1c(NC(=O)CSc2ncnc3c2cnn3-c2ccccc2Cl)sc2c1CCCC2,13,8,-8,3,-6,5,9,-20,-2
COC(=O)COc1ccc(S(=O)(=O)Nc2ccccc2C(=O)OC)cc1,15,-4,5,8,-4,5,5,-1,4
CCOC(=O)Cn1c2ccccc2c2nc3ccccc3nc21,-3,4,2,-5,8,8,8,-1,6
Cc1ccccc1NC(=O)C(C#N)Cc1cccnc1 (stereo not given),-15,0,6,-1,-11,5,-7,30,7
COC(=O)CS(=O)(=O)c1nnc([C@H](Cc2ccccc2)NC(=O)OC(C)(C)C)o1,-1,-2,2,1,-3,-6,-2,12,0
COC(=O)Cc1cc(=O)[nH]c(/N=C(/NC(=O)c2ccccc2)Nc2ccccc2C)n1,14,-4,4,-1,-6,2,5,5,3
O=C(C1CCN(S(=O)(=O)c2cccc3nsnc23)CC1)N1CCc2ccccc2C1,8,4,0,-1,3,6,0,9,5
Cn1c(=O)c2c(nc(CN3CCOCC3)n2CCN2CCOCC2)n(C)c1=O,-10,-4,0,10,-20,0,4,27,0
Cc1cc(OCC(O)CN(CCO)CCO)ccc1Cl (stereo not given),7,3,5,6,-16,6,3,5,3
CCCn1nnc(NC(=O)COc2ccccc2Cl)n1,14,-10,0,-1,-16,5,4,2,-7
COC(F)(C(=O)Nc1ccc2c(c1)C(=O)NC2=O)C(F)(F)F (stereo not given),9,-10,-5,5,-3,2,10,2,4
